# Source: PubChem BioAssay (Fisher Drug Discovery Resource Center)
# NPYLR7 ag – activates Aedes aegypti NPYLR7 receptor; 270,000 compounds, 0.15% hits; AID 1259423; activation, % at 10 µM; HEK293T NPYLR7/Galpha15, GCaMP6s calcium fluorescence; in the data active = activation above about 40%;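 also: 0% = vehicle and 100% = reference agonist at the receptor; some compounds past the cut are filed as inactive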
# hcGAS lum – human cGAS inhibition | recombinant h-cGAS, ATP depletion, Kinase-Glo luminescence | 290,000 compounds, 0.081% hits | inhibition, % at 12.5 µM | Q8N884;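 also: 0% = vehicle reaction and 100% = reaction without DNA for no activity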
# Target sequence (Q8N884 whole entry, looked up): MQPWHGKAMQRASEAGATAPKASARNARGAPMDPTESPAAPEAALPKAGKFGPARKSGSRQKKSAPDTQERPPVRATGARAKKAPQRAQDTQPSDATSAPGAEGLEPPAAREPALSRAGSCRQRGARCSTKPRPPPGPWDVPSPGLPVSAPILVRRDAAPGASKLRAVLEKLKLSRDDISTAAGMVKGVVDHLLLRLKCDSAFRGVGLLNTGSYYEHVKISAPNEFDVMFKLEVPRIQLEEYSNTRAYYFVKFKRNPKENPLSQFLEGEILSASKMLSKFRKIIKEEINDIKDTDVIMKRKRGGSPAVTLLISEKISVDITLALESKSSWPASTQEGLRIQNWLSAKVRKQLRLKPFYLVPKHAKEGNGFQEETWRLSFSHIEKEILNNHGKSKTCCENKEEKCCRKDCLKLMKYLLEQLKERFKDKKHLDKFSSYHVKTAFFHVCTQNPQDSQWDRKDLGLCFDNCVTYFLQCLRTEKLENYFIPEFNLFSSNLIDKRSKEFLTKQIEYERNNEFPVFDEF
# mcGAS lum – blocks mouse cGAS activity; recombinant cGAS, Kinase-Glo ATP depletion luminescence; AID 1259399; inhibition, % at 12.5 µM; 160,000 compounds, 0.15% hits;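 also: 0% = negative control wells and 100% = reference inhibitor with no enzyme activity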
# Numbers without * were called inactive; nt = no result given; & = joins results of further samples. Rule as the data show it, unless noted: active = inhibition above about 40%; inactive = the rest. No enrichment for hits. Share with any hit: about 0.27%.
SMILES,NPYLR7 ag,hcGAS lum,mcGAS lum
COc1cc(C)ccc1OCc1nc(C(=O)NCC(C)C)co1,1,-8,nt
Fc1ccc(Oc2cc(N3CCC(N4CCCCC4)CC3)ncn2)cc1F,-5,-6,-10
CS(=O)(=O)c1nc(S(=O)(=O)c2ccc(Cl)cc2)c(N2CCCC2)s1,2,-8,-5
COc1cc2c(cc1OC)C(c1ccccc1)N(CC(N)=O)CC2 (stereo unspecified),-13,1,nt
O=c1cccc(-c2ccc(Br)cc2)o1,1,-10,nt
CC(C)(O)C#Cc1ccc(-c2nccn2-c2cccc(N3CCNC3=O)c2)cc1,-2,-7,-11
Cc1cc(C)c(NC(=O)c2c(-c3ccccc3Cl)noc2C)c(C)c1,-1,-4,nt
CC[C@H](O)[C@@H]1N(C(=O)c2cccnc2SC)C2CCC1(O)CC2,0,5,0
Nc1n[nH]c(CN2C(=O)c3ccccc3C2=O)n1,0,-6,-3
Cc1nnsc1CN(C)C(=O)c1ccccc1-c1ncn[nH]1,7,-2,-10
COC(=O)CN(C)C(=O)CC(c1ccccc1)c1ccc(OC)cc1 (stereo unspecified),1,-2,nt
CCOC(=O)c1ccc(NC2=CC(C)(C(=O)OCC)N(c3ccc(C(=O)OCC)cc3)C2=O)cc1 (stereo unspecified),-7,-5,-8
CCC(C(=O)NCC1CCN(c2nc(Cc3ccc(C)cc3)ns2)CC1)c1ccccc1 (stereo unspecified),-6,-5,-3
O=C(NNS(=O)(=O)c1c(Cl)cccc1Cl)c1ccc2c(c1)OCCO2,-8,-1,nt
O=C(Cn1cnc([N+](=O)[O-])n1)N/N=C\c1cc(Br)cc([N+](=O)[O-])c1O,-11,-4,3
NC(=O)CN(C(=O)CC12CC3CC(CC(C3)C1)C2)C1CCCC1,-8,-8,-16
Cc1cc(C(=O)CSc2nnc(C3CC3)n2C)c(C)n1CC(F)(F)F,-3,-4,nt
CSc1cccc(NC(=O)C(CC(C)C)NC(=O)c2ccccc2C)c1 (stereo unspecified),2,-4,nt
COc1ccc(-n2c(Cc3ccccc3)nnc2SCCCCC(=O)N2CCN(c3ccccc3OC)CC2)cc1,-5,-1,0
CCc1ccc(S(=O)(=O)NCc2nnnn2C2CCCCC2)s1,1,3,2
COc1ccc(C2=CCN(C(=O)c3csc(NC(C)=O)n3)CC2)cc1,0,-12,nt
Cc1nn2cc(CNC(=O)CN3CCOc4ccccc4C3)nc2s1,1,-8,nt
COc1cc(OC)c(NS(=O)(=O)c2cccc(Cl)c2)c(C(=O)O)c1,4,1,-3
O=C(c1ccc(NCCN2CCN(c3cccc(C(F)(F)F)c3)CC2)nc1)N1CCCC1,10,-4,nt
COc1cc(C2c3c(oc4ccccc4c3=O)C(=O)N2Cc2ccccc2Cl)ccc1O (stereo unspecified),3,-10,-7
Cc1nn(CC(C)C)c(C)c1CC(=O)NCCOc1ccc2c(c1)OCO2,-1,3,nt
c1csc(-c2csc(N3CCCC3)n2)c1,3,-7,nt
COc1ccc(C(=O)C2CCN(C(C)C(=O)NCC(C)C)CC2)cc1 (stereo unspecified),9,-2,nt
CS(=O)(=O)c1ccc(-c2cncc(Nc3ccc(F)c(Cl)c3)c2)cc1,-10,1,1
O=C(Nc1ccc(F)c(Cl)c1)c1cc2ccccc2oc1=O,-2,-6,-5
CN(C)c1nc2nonc2nc1NC1CCC1,19,-11,nt
CSc1ccc(NC(=O)N2CCN(c3nc(C4CC4)nc4sc(C)c(C)c34)CC2)cc1,7,-1,-3
CCOC(=O)c1c(NC(C)=O)sc2c1CCC(C(C)(C)C)C2 (stereo unspecified),7,-3,-3
CCOC(=O)c1ccc2c(c1)nc(SCc1cccc(SC(F)(F)F)c1)n2Cc1cccc(F)c1,2,-5,-5
CCCCN(C=O)c1c(CC)nc2ccc(C(=O)N3CCNC(=O)C3)cn12,0,-2,-3
Cc1sc(N=Cc2ccc(C(C)(C)C)cc2)c(C#N)c1C,-4,4,nt
O=C(NCC1CC1)[C@@]1(OCc2ccccc2)CC(OCc2ccc(C(F)(F)F)cc2)[C@H](O)[C@H](O)C1 (stereo partly specified),5,-11,-5
Cc1nn2c(-c3ccccc3Cl)cc(C(=O)O)nc2c1-c1ccccc1,-6,14,nt
Cc1cc(=O)[nH]c(-n2nc(-c3cccs3)cc2NC(=O)COc2ccc(F)cc2)n1,-1,-12,nt
COc1ccccc1COn1c(=O)c(-c2cccs2)[n+]([O-])c2ccccc21,18,-7,nt
Cc1c(C(=O)N(C)C2CCCC(C)C2)sc2nc(C(F)(F)F)ccc12 (stereo unspecified),2,-7,nt
COc1ccccc1NC(=O)Cc1nc2ccc(F)cc2c(=O)[nH]1,3,-4,nt
Cc1csc2nc(CNc3cccc(C#Cc4cccs4)c3)cc(=O)n12,6,-5,nt
CC(O)=c1c(=O)nc2cccc3c2=c1c1ccccc1c3=O,5,0,nt
c1ccc(CC23OC4C5C6CC(C7C6C4C72)C53)cc1 (stereo unspecified),2,-8,-8

# Reformatted: 17 of the compounds above.
smiles	NPYLR7 ag	hcGAS lum	mcGAS lum
COc1ccc(C(=O)C2CCN(C(C)C(=O)NCC(C)C)CC2)cc1 (stereo unspecified)	9	-2	nt
CS(=O)(=O)c1ccc(-c2cncc(Nc3ccc(F)c(Cl)c3)c2)cc1	-10	1	1
O=C(Nc1ccc(F)c(Cl)c1)c1cc2ccccc2oc1=O	-2	-6	-5
CN(C)c1nc2nonc2nc1NC1CCC1	19	-11	nt
CSc1ccc(NC(=O)N2CCN(c3nc(C4CC4)nc4sc(C)c(C)c34)CC2)cc1	7	-1	-3
CCOC(=O)c1c(NC(C)=O)sc2c1CCC(C(C)(C)C)C2 (stereo unspecified)	7	-3	-3
CCOC(=O)c1ccc2c(c1)nc(SCc1cccc(SC(F)(F)F)c1)n2Cc1cccc(F)c1	2	-5	-5
CCCCN(C=O)c1c(CC)nc2ccc(C(=O)N3CCNC(=O)C3)cn12	0	-2	-3
Cc1sc(N=Cc2ccc(C(C)(C)C)cc2)c(C#N)c1C	-4	4	nt
O=C(NCC1CC1)[C@@]1(OCc2ccccc2)CC(OCc2ccc(C(F)(F)F)cc2)[C@H](O)[C@H](O)C1 (stereo partly specified)	5	-11	-5
Cc1nn2c(-c3ccccc3Cl)cc(C(=O)O)nc2c1-c1ccccc1	-6	14	nt
Cc1cc(=O)[nH]c(-n2nc(-c3cccs3)cc2NC(=O)COc2ccc(F)cc2)n1	-1	-12	nt
COc1ccccc1COn1c(=O)c(-c2cccs2)[n+]([O-])c2ccccc21	18	-7	nt
Cc1c(C(=O)N(C)C2CCCC(C)C2)sc2nc(C(F)(F)F)ccc12 (stereo unspecified)	2	-7	nt
COc1ccccc1NC(=O)Cc1nc2ccc(F)cc2c(=O)[nH]1	3	-4	nt
Cc1csc2nc(CNc3cccc(C#Cc4cccs4)c3)cc(=O)n12	6	-5	nt
CC(O)=c1c(=O)nc2cccc3c2=c1c1ccccc1c3=O	5	0	nt

# Carrying on.
SMILES,NPYLR7 ag,hcGAS lum,mcGAS lum
CCN1CCOc2ccc(NC(=O)c3cccc(C)c3)cc2C1=O,10,-1,nt
CCN(CC)C(=O)c1csc([C@H]2C[C@H](O)[C@@H](CO)O2)n1,-1,-3,-9
O=c1c2ccc(F)cc2ncn1CC(O)COc1c(Cl)cccc1Cl (stereo unspecified),-9,-8,nt
Cc1onc(-c2c(Cl)cccc2Cl)c1C(=O)N1CCc2ccccc2C1c1ccc(F)cc1 (stereo unspecified),22,0,-3
CC(OCC(F)(F)F)C(=O)Nc1cccc(S(=O)(=O)N(C)c2ccccc2)c1 (stereo unspecified),8,-3,nt
CC(=O)N1N=C(Cc2ccccc2)OC1C(=O)NC12CC3CC(CC(C3)C1)C2 (stereo unspecified),18,-11,nt
CCC(C(=O)N(Cc1cc(NC(=O)C2CCCC2)ccc1N(C)C)CC1CCCO1)c1ccccc1 (stereo unspecified),-10,0,1
Cc1ccc(C23CC4CC(CC(C(=O)OCC#N)(C4)C2)C3)cc1C,6,-2,nt
CCCn1c(=O)n(CCC(=O)N2CCCn3ncnc32)c2ccccc21,0,-3,nt
O=C(Nc1ccc2ccccc2n1)c1ccccc1Cl,3,-5,nt
Cc1cccc2c1C(=O)NC1(CCN(S(=O)(=O)c3cccc4ccccc34)CC1)N2,4,-9,-8
Cc1ccc(CN2C(=O)C3(SCCN3C(=O)C3CCC3)c3cc(C)ccc32)cc1 (stereo unspecified),10,-2,-5
Cc1cc(NC(=O)CC(C)C)n(-c2nc(-c3cccs3)cs2)n1,-5,1,-1
COc1ccc(Cl)cc1C(=O)C1CCCN(Cc2cccc(C(C)=O)c2)C1 (stereo unspecified),7,-1,nt
CCC(C)N1Cc2c(n(CC(=O)N3CCN(CC)CC3)c3cc(C(C)(C)C)nn3c2=O)C1=O (stereo unspecified),nt,-3,-4
COc1cccc(C(CN2CCN(C(=O)Nc3cccc(C)c3)CC2)OCc2cccc(Cl)c2)c1 (stereo unspecified),nt,-6,-5
Cn1ccc(C(=O)N(CCCN2CCOCC2)c2nc3ccccc3s2)n1,nt,-7,-7
CCCCSc1nnc2c(n1)OC(c1ccccc1OC)Nc1ccccc1-2 (stereo unspecified),-12,6,2
Cc1cc(C)nc(Nc2nc(C(N)Cc3ccc(N)cc3)cs2)n1 (stereo unspecified),-3,-7,-7
COc1ccc(-c2cc(C(=O)N3CC4(C)CC3CC(C)(C)C4)n(-c3ccc(F)cc3)n2)cc1 (stereo unspecified),-3,-7,-3
Cc1cncc(NC(=O)c2ccc(CN(C)Cc3noc(C)n3)cc2)c1,9,-6,-12
CC1(C)CC(=O)C2C(=Nc3ccccc3N(C(=O)Cc3ccc(Cl)cc3)C2c2ccc3c(c2)OCO3)C1 (stereo unspecified),-7,-8,-6
CCN1C=C(Cc2ccccc2C)C2=C(C1)C(c1ccccc1C)C(C#N)C(=N)O2 (stereo unspecified),0,-7,nt
CNc1nnc(SCC(=O)NCCSc2ccccc2)s1,2,-8,nt
Cc1ccc(OCC2CCCN(C(=O)c3c(O)cccc3O)C2)cc1 (stereo unspecified),18,-7,-12
Cc1nc2c(c(N(C)C)n1)CCN(C(=O)c1ccc(N)nc1)C2,4,-7,nt
CCC(C)(C)NC(=O)c1cnc2c(cnn2C(C)C)c1,1,-4,nt
CCOc1ccc(-c2c(=O)n(OCc3ccccn3)c3ccccc3[n+]2[O-])cc1,11,-9,nt
NC1(CNC(=O)Cc2ccc(C(F)(F)F)cc2)CCCCCC1,7,-1,nt
Cc1ccc(Cc2nc(N3CCCN(C(=O)Nc4ccc(Cl)cc4)CC3)c3c(C)nn(-c4ccccc4)c3n2)cc1,7,-4,-6
CCCNC(=O)c1cc(NC(=O)Nc2ccccc2CC)ccc1N1CCCCC1,-1,-9,-5
COc1ccccc1Cc1nc2c(c(=O)[nH]1)CN(C(=O)Nc1ccc(C(F)(F)F)cc1)CC2,-13,-1,1
CCC(C(=O)N1CCN(c2cc(Oc3ccccc3OC)ncn2)CC1C)c1ccccc1 (stereo unspecified),3,-5,-5
CN1CCCN(C(=O)c2cc(CN(C)CCc3ccccc3)on2)CC1,-1,1,nt
O=C(C1CCC(c2ccccc2)N(C(=O)Cc2cccs2)C1)N1CCN(Cc2ccccc2)CC1 (stereo unspecified),nt,5,1
Cc1ccc(-n2c(SCc3ccc(C(=O)NCc4ccncc4)cc3)nnc2-c2ccncc2)cc1,17,-11,-5
C=C(C)CNc1nc(-c2ccc(OC)c(OC)c2)ncc1C(=O)OCC,-5,-4,-5
COC(=O)c1ccc(-c2nc3cc([N+](=O)[O-])cc(Cl)c3o2)cc1,14,-6,nt
Brc1cc2c(cc1CSc1nnnn1C1CC1)OCO2,0,-7,nt
CCSC[C@H](N)C(=O)N1CCN(CC)C(C)(C)C1,nt,3,2
CCOC(=O)CCNC(=O)N1CCC(Cc2nncn2C)CC1,-8,-2,nt
Cc1nn(-c2cccc(F)c2)c(N2CCN(C)CC2)c1CN(CCC(C)C)C(=O)c1cccc([N+](=O)[O-])c1,-3,-9,-5
Cc1ccc(C(=O)NNC(=O)C2CC2)o1,6,-5,-4
Cc1nc2cc(NNc3c(C)nn(-c4ccccc4)c3N)ccc2s1,0&24,0&-5,nt
O=C1NC(c2cccnc2)(C2CCNCC2)C(=O)N1Cc1ccccc1F (stereo unspecified),0,-1,nt

# Exported field by field: entries from further up
C=C(C)CNc1nc(-c2ccc(OC)c(OC)c2)ncc1C(=O)OCC
  NPYLR7 ag = -5	hcGAS lum = -4	mcGAS lum = -5
COC(=O)c1ccc(-c2nc3cc([N+](=O)[O-])cc(Cl)c3o2)cc1
  NPYLR7 ag = 14	hcGAS lum = -6	mcGAS lum = nt

# Later entries:
SMILES,NPYLR7 ag,hcGAS lum,mcGAS lum
O=C(C=Cc1ccco1)Nc1c(Cl)cccc1Cl,4,0,-3
O=C(Nc1ccc(N2CCSCC2)c(Cl)c1)N1CCCC1,8,-4,nt
COc1ccc(C(=O)Nc2ccnn2C2CCN(CCC(C)c3ccc(C)o3)CC2)cc1 (stereo unspecified),8,-8,-9
COc1ccc(OC)c(Nc2nc(Cl)nc(Nc3cc(OC)ccc3OC)n2)c1,-2,-14,nt
CC(C)(C)c1ccc(C(=O)NCCn2nc(-c3ccc(Cl)cc3)ccc2=O)cc1,3,-4,-9
COc1ccc(OCC(O)CN2C(=O)c3ccccc3S2(=O)=O)cc1 (stereo unspecified),-5,-2,-5
CC1CCN(c2c(NCC3CCC(C(=O)NC4CCCC(C)C4C)CC3)c(=O)c2=O)CC1 (stereo unspecified),4,-10,-3
CN(C)CCNc1cc(C(C)(C)C)nc2c(-c3ccccc3Cl)cnn12,3,-1,-1
CN(C)c1ccc(-c2nc3cnccn3c2Nc2ccc3c(c2)OCCO3)cc1,3,1,nt
CN(CCc1ccccc1)C(=O)c1ccc(-n2cccc2)nc1,2,7,nt
